# HIF act – HIF pathway transcriptional activation; actives 0.32% (n = 300,000); U2OS HRE-luciferase reporter, luminescence; normalized: DMSO 0%, desferrioxamine 100%; activation, % at 7.5 µM (by protocol);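 active means mean activation of at least 10% of the iron chelator positive control signal, with at least half of replicates also reaching 10%; inconclusive means mean and replicate majority disagree about reaching 10%; inactive means mean and most replicates under 10%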
# HDAC3 inhib – blocks human histone deacetylase 3. recombinant HDAC3, fluorogenic peptide/trypsin coupled, fluorescence. O15379. inhibition, % at 8.3 µM. actives 0.15% (n = 320,000); in the data active means inhibition above about 26%, passing the limit was not always enough; inconclusive means no clear call, values can overlap the other calls
# Target sequence (O15379 whole entry, looked up): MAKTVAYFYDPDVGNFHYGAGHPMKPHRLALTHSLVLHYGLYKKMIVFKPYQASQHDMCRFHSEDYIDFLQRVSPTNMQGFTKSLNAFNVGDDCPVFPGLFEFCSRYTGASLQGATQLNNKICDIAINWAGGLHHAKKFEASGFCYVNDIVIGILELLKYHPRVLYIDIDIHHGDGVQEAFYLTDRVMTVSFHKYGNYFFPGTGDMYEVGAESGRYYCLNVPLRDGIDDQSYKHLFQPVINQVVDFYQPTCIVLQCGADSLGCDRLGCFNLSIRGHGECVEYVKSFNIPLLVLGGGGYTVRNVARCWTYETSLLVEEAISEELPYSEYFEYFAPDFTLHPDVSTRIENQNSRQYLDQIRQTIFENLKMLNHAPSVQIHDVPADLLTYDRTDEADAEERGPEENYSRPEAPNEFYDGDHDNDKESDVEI
# AI-2 QS mod – modulates the Vibrio harveyi AI-2 quorum sensing system | Vibrio harveyi JMH597 AI-2 luminescence/OD600 ratio, 9 h; active compounds read low; strain lacks LuxN and CqsS sensors; 0 = neutral-control median | activity change, % at 7.5 µM | actives 0.4% (n = 300,000); in the data active means activity change below about -75%, passing the limit was not always enough; inconclusive means no clear call, values can overlap the other calls;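 further: luminescence divided by OD600 gain over 9 h not by final OD600 alone; inactives centre near 13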
# IEC-6 tox – counter-screen for KLF5 inhibitors: cytotoxicity in IEC-6 cells; actives 0.78% (n = 290,000); IEC-6 cytotoxicity, luminescence viability; AID 1825; inhibition, % at 5 µM; in the data active means inhibition above about 22%;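 further: 0% = plate median of test compound wells and 100% = cytotoxic reference compound wells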
# HSF1 inhib – HSF1 inhibition | NIH3T3-HGL HSE-luciferase, MG132-induced, luminescence 8 h; active compounds read low | activity change, negative = inhibition, % at 7.5 µM (by protocol) | actives 0.77% (n = 300,000) | AID 2098;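 active means more than half of replicate wells show activity change below -50%, luminescence cut by over half; inconclusive means some wells, but at most half, below -50%; inactive means no replicate well below -50%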;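 further: luciferase reports HSF-1 transcriptional activity via heat shock element; 0% = median of DMSO wells and -100% = zero luminescence signal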
# HSP90 inh – blocks HSP90-mediated luciferase refolding in reticulocyte lysate; Rabbit reticulocyte lysate, luciferase refolding luminescence, 3 h; inhibition, % at 5.6 µM; actives 0.91% (n = 290,000); AID 1789;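 active means inhibition above the screen-wide mean plus 3 SD, computed separately per campaign, cut at about 16% in these data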;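 further: 0% = DMSO wells and 100% = 60 µM geldanamycin wells; inhibitors lower the luminescence because luciferase stays unfolded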
# KLF5 inh – suppresses KLF5 promoter-driven expression | DLD-1 KLF5 promoter-luciferase reporter, luminescence | inhibition, % at 5 µM | actives 0.23% (n = 290,000) | AID 1700;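 active means inhibition above a per-plate limit of that plate's mean compound inhibition plus 3 SD, cut at about 60% in these data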;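 further: 0% = DMSO wells and 100% = LY294002 at 200 µM; higher means less KLF5 promoter-driven luciferase light; inactives centre near -14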
# aSyn 5UTR inh – 5' untranslated region of α-synuclein, MLPCN primary screen. alpha-synuclein 5'UTR reporter, inhibitor activity. inhibition, % (tested at 7.5 µM). actives 0.82% (n = 300,000). AID 1813; in the data active means inhibition above about 60%; inconclusive means no clear call, values can overlap the other calls;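 further: H4 neuroglioblastoma cells stably carrying SNCA 5'UTR luciferase fusion; 0% = DMSO wells and 100% = positive control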
# Platelet DG rel – modulates dense granule release in human platelets. human platelet-rich plasma, SFLLRN dense granule ATP release, luminescence. inhibition, %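 (compounds screened at 7.5 µM in platelet-rich plasma)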. actives 0.22% (n = 300,000). AID 1663;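 active means mean replicate score, as percent of positive control, at or above 50; inconclusive means mean below 50 but at least one replicate at or above 50; inactive means mean and every replicate below 50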
# HSF-1 act – increases HSF-1 driven luciferase reporter signal; NIH3T3-HGL HSF-1 luciferase reporter, MG132, 8 h; 100% = twice DMSO control signal; activation, % at 9 µM; actives 1.7% (n = 300,000);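 active means mean replicate activation of at least 50% with a set share of replicates each reaching 50%; inconclusive means only one of those two conditions met; inactive means mean below 50% and too few replicates reaching it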;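 further: 0% = median of the neutral control wells and 100% = twice that signal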
# Starred values were filed as active, the others as inactive; ? = inconclusive; · = not tested or not shown.
SMILES,HIF act,HDAC3 inhib,AI-2 QS mod,IEC-6 tox,HSF1 inhib,HSP90 inh,KLF5 inh,aSyn 5UTR inh,Platelet DG rel,HSF-1 act
Cn1c(N)c(C(=O)Nc2ccccc2F)sc1=S,·,3.5,15.9,-8.1,·,-2.1,2.3,·,·,·
CNC(=O)c1cc(OCC(F)(F)F)ccc1OCC(F)(F)F,-1.1,0.5,27.5,3.3,2.7,-1.0,-5.7,0.2,6.3,-2.3
COc1ccc(C2CC(=O)N(CC(=O)NCC3CCCO3)c3ccccc3S2)cc1OC (stereo not drawn),0.6,-5.6,0.7,-2.7,-1.4,2.1,-30.9,10.8,-0.1,-1.8
CC(C(=O)NCC1(c2ccccc2)CCCC1)N1CCOCC1 (stereo not drawn),-0.8,0.0,12.0,8.5,-1.9,4.0,-4.1,11.0,0.4,17.0
COC(=O)CN(c1cc(Cl)ccc1OC)S(=O)(=O)c1ccc(C)cc1,1.1,·,23.7,-6.9,-5.6,-4.5,-1.0,8.0,-16.1,2.0
CCOC(=O)c1c(NC(C)=O)sc2c1CCC(C=NCCCN(CC)CC)=C2Sc1ccccc1,-1.4,8.3,9.1,-4.4,19.4,4.9,1.0,-15.3,13.1,?
O=C(Nc1cccnc1)c1sc(Nc2ccccc2F)nc1-c1ccccc1,-0.7,-3.3,15.1,-4.3,7.2,-1.6,-28.7,-27.9,1.0,14.3
O=C(Nc1nn[nH]n1)c1cccc(Oc2ccccc2)c1,-0.6,3.4,15.9,-3.6,-2.0,-2.4,-6.8,10.2,-7.7,-16.3
Cc1ccccc1C(=O)NNC(=S)NC(=O)c1ccc(Cl)cc1Cl,0.1,3.7,21.0,-6.2,8.2,2.1,-32.6,-13.3,-4.6,23.7
CC(C)(C)NC(=O)CSc1nnc(NC(=O)CCc2ccccc2)s1,0.5,-5.1,-5.1,-5.0,2.7,3.4,-39.5,12.1,8.6,-6.1
CCOC(=O)c1c(C)[nH]c(C)c1S(=O)(=O)N(C)CC(=O)Nc1cccc(C)n1,·,-4.3,25.5,-2.0,4.4,2.0,-6.4,8.3,-3.9,16.7
Cc1ccc(Nc2ncnc(-n3cccc3)n2)cc1Cl,3.2,4.6,20.5,7.7,18.8,0.7,-25.9,-124.7,5.2,29.0
O=C1/C(=C/c2ccccc2)SC(=S)N1C1CCS(=O)(=O)C1 (stereo not drawn),-1.0,7.3,4.8,4.6,-6.9,3.3,0.1,-3.1,-3.4,9.1
CC1(C)Cc2c(c(-c3ccccc3)[nH]c(=O)c2C#N)CS1,-0.2,0.7,-4.5,5.1,-4.0,0.6,-7.6,22.1,1.1,19.8
COc1ccc(Cn2ccc(=O)c(Cc3c(Cl)cccc3Cl)c2C)cc1,-0.3,-0.5,20.8,1.9,-10.9,-2.4,-5.9,22.4,-58.6,1.6
NC(=O)C1CCN(C(=O)C2CC(=O)N(c3ccc(F)cc3)C2)CC1 (stereo not drawn),-0.7,-0.7,17.6,-8.7,-6.1,-2.1,-17.5,4.9,-10.5,-13.2
OCC1(Cc2ccccc2)CCCN(Cc2cn[nH]c2-c2ccccc2)C1 (stereo not drawn),-0.3,0.4,7.3,1.9,3.5,1.6,-28.2,-50.9,4.2,11.9
CCOC(=O)c1c(SCC(=O)Nc2nc(C)cs2)nc(=O)[nH]c1C,-0.1,-6.6,22.2,5.2,-0.9,-1.7,10.0,-19.6,3.4,2.0
CCC(C)NC(=O)CSc1nc2cc(S(=O)(=O)N3CCOCC3)ccc2n1CC (stereo not drawn),0.2,3.3,20.5,·,0.6,·,·,11.5,-3.1,-7.1
Cc1nn(Cc2ccccc2Cl)c(C)c1C(=O)NCC(c1cccs1)N1CCOCC1 (stereo not drawn),-0.2,-0.5,-17.5,·,-0.4,·,·,-3.0,-37.9,13.7
CC(=O)NS(=O)(=O)c1ccc(NC(=S)NC(=O)Cc2ccccc2)cc1,0.3,-2.8,-0.9,-11.4,5.3,-1.4,-9.0,13.4,1.5,-0.2
CCCCNC(=O)c1onc(CSc2cccc(OC)c2)c1C(=O)NCCCC,0.0,19.3,13.0,·,-7.4,·,·,3.1,-4.4,-24.7
CCN1CCN(CCCNC(=O)CNC(=O)c2nn(-c3ccc(OC)cc3)c(=O)c3ccccc23)CC1,-0.1,-0.3,8.5,-1.4,0.7,-0.2,-35.0,-22.8,-2.7,7.1
O=C(Nc1ccc(N2CCOCC2)c(Cl)c1)c1cc2ccccc2o1,6.8,-6.1,21.7,0.4,31.1,-3.6,-163.2,-203.7,-5.1,55.2*
Oc1cc(Br)ccc1C=Nc1ccc(N2CCCCC2)cc1,-1.5,8.9,8.4,-1.4,-29.7,4.7,-10.1,18.2,2.3,-19.2

# (list continues)
SMILES,HIF act,HDAC3 inhib,AI-2 QS mod,IEC-6 tox,HSF1 inhib,HSP90 inh,KLF5 inh,aSyn 5UTR inh,Platelet DG rel,HSF-1 act
CC[N+](C)(C)CCN(Cc1ccc(Cl)cc1)c1ccccn1,0.3,-7.1,-3.0,-3.4,-5.4,9.3,-11.2,0.3,11.8,-6.1
COC(=O)C1=C(C(=O)OC)[C@@H]2Nc3ccccc3[C@@]23C[C@@H](C(=O)OC)N(C(=O)CC(C)C)C3=N1,-0.3,-0.1,8.1,·,-2.3,·,·,-3.1,-1.1,13.5
COc1ccc(C/C(O)=C(\C#N)c2nc3ccccc3s2)cc1,0.3,-0.2,12.7,1.9,-0.6,3.0,-12.2,-40.9,-2.2,6.9
CC(C)c1ccccc1NS(C)(=O)=O,0.2,4.3,15.3,-2.9,-4.7,-1.0,-9.1,6.2,-0.9,-4.6
CCOc1nc2cnccc2n(CC(=O)Nc2ccccc2F)c1=O,0.3,7.0,-2.0,-3.3,-1.4,-2.4,1.4,-8.5,0.3,6.5
O=C1c2ccccc2C(=O)N1c1ccc(S(=O)(=O)N2CCN(c3ccccc3)CC2)cc1,0.0,-3.6,13.5,0.1,-5.4,2.0,-18.1,-5.8,19.2,1.2
Cc1cccc(C)c1NC(=O)CN(C)C(=O)CSCc1c(C)noc1C,-0.5,-4.7,24.2,·,-2.0,·,·,8.2,-7.3,9.0
O=C(COC(=O)COc1ccccc1)Nc1ccc(S(=O)(=O)N2CCOCC2)cc1,-0.4,-1.7,15.2,1.3,0.8,0.0,-11.1,-7.5,2.2,1.3
C=CCNC(=O)C1CCN(S(=O)(=O)c2ccc3ccccc3c2)CC1,0.2,0.3,-80.9*,-0.8,-5.4,2.2,-11.5,8.4,-6.7,-3.9
Cc1cc(C)c2c(N)c(C(=O)Nc3ncc(C)s3)sc2n1,·,-7.5,·,-3.1,·,70.2*,-16.7,·,·,·
O=C1CC(c2ccco2)Sc2ccccc2N1 (stereo not drawn),-19.8,7.4,15.0,13.8,6.8,1.5,-22.6,27.7,-4.5,19.8
CC(=O)Nc1cccc(C(=O)OCC(=O)NC(C)c2ccc(F)cc2)c1 (stereo not drawn),0.7,1.6,9.8,-3.2,4.3,0.2,5.8,16.5,9.4,1.3
CC(OC(=O)c1ccc(NS(=O)(=O)c2ccc3[nH]c(=O)[nH]c3c2)cc1)C(=O)Nc1cccc(Cl)c1Cl (stereo not drawn),-0.1,0.3,27.1,-3.2,-2.0,-1.1,-24.1,12.7,-5.0,-5.8
CCOC(=O)/C(=N/Nc1ccccc1OC)N1CCCc2ccccc21,0.5,-13.2,-4.1,0.6,-10.5,1.5,-34.1,7.4,5.3,-1.6
CC(Oc1ccc(Cl)cc1Cl)C(=O)NNC(=O)[C@@H]1CCCC[C@@H]1C(=O)O (stereo partly drawn),0.2,0.3,15.3,5.3,-2.3,-3.4,-3.2,-10.4,3.5,-4.8
COC(=O)c1ccc(CSc2nnc(-c3ccncc3)o2)o1,0.3,1.6,-0.7,2.8,-5.1,0.4,-2.8,-10.7,7.0,11.0
C=CCOc1ccc(/C(O)=C2\C(=O)C(=O)N(CCCOC)C2c2ccc(O)c(OC)c2)cc1 (stereo not drawn),-0.2,4.3,42.0,1.2,-3.4,-2.0,-15.3,2.1,-1.2,-14.5
CC(CN(C)Cc1ccccc1)OC(=O)c1cccs1 (stereo not drawn),-0.1,-0.5,-1.5,-2.1,1.3,-2.1,-2.5,-6.3,-1.4,13.8
CCSc1nc2c(c(=O)[nH]1)C(C(C)C)C(C#N)=C(N)O2 (stereo not drawn),-0.3,7.0,57.1,-9.4,-3.7,-2.4,-9.8,2.2,0.1,-11.3
NC(=O)CC(NC(=O)Cc1ccc(Cl)cc1)c1ccc(NCCN2CCOCC2)c([N+](=O)[O-])c1 (stereo not drawn),-1.9,-3.1,20.4,-9.7,-1.2,-3.9,3.3,6.7,1.2,-5.8
Cc1cc2c3c(c1C)C1(C(=O)N3C(C)(C)CC2C)C(C#N)=C(N)Oc2cc(O)ccc21 (stereo not drawn),1.1,9.0,61.0,-0.3,21.7,-0.2,-24.6,-20.8,-5.1,17.3
Cc1ccc(NC(=O)COC(=O)Cc2ccsc2)c(C)c1,-0.1,-10.1,-5.3,-1.8,1.5,-0.7,4.4,-16.5,5.8,1.9
CC(C)CCNC(=O)c1onc(CSc2ccncc2)c1C(=O)NCCC(C)C,0.1,4.8,2.7,·,-0.6,·,·,4.9,-1.7,-2.0
COc1ccccc1C(=O)Nc1nnc(-c2ccc3c(c2)CCCC3)o1,0.3,-6.1,22.8,-3.1,3.6,-0.5,-39.6,-22.1,2.4,8.2
COc1ccccc1OC(C)C(=O)N1CCC(Cc2ccccc2)CC1 (stereo not drawn),0.2,2.0,·,1.2,1.2,2.5,6.0,9.8,-3.6,26.6

# (listing goes on)
SMILES,HIF act,HDAC3 inhib,AI-2 QS mod,IEC-6 tox,HSF1 inhib,HSP90 inh,KLF5 inh,aSyn 5UTR inh,Platelet DG rel,HSF-1 act
CCn1c(O)c(N=NC(=O)C(O)c2ccccc2)c2ccccc21 (stereo not drawn),0.0,·,9.7,0.9,4.6,4.1,1.9,13.4,-12.4,24.9
NNC(=O)c1sc2cc(C(F)(F)F)cnc2c1-c1ccccn1,-0.3,-1.1,13.9,-0.2,-4.2,-3.2,-20.3,16.9,-1.0,5.1
CN(C)/C=C/C(=O)c1cnc(-c2ccc(Cl)cc2)s1,0.0,4.6,16.0,4.4,-15.7,4.9,-11.8,-90.4,1.4,-15.2
CC(=O)c1c(C)[nH]c(C(=O)CSc2nc3ccccc3n2C)c1C,0.7,-5.0,0.6,-2.5,9.0,-1.0,-9.1,-12.8,8.1,8.3
O=C(NC1CCC(=O)N(CCSc2ccccc2)CC1)OCc1ccccc1 (stereo not drawn),1.9,-1.7,-6.2,-11.3,9.2,-1.5,-16.9,-34.1,3.7,-0.7
COc1ccc(CC(=O)NC2CC(C)(C)NC(C)(C)C2)cc1OC,0.2,-3.1,5.5,4.4,-1.1,4.4,-11.9,-3.5,-3.1,18.5
O=c1c2ccccc2c(C=NCCO)c(O)n1-c1ccccc1,-1.1,0.0,3.2,7.3,-3.5,3.8,-20.4,11.4,1.2,-3.8
CCn1nnnc1SCC(=O)N1CCN(c2ccccc2)CC1,-0.3,-0.3,12.9,-10.9,-1.2,-4.6,-17.9,12.2,-13.6,-10.8

# From PubChem
